# Screens deposited in PubChem BioAssay by National Center for Advancing Translational Sciences (NCATS).
# S-ASM inh: blocks human secretory acid sphingomyelinase; actives 0.006% (n = 340,000); P17405; Potency, µM (titrated, usually from 57.5 µM), for the others: top-dose activity change, negative = inhibition, most hits filed as inhibitors; placental ASM, HMU-PC fluorogenic substrate, 60 min; also: potency is read from the fitted curve at half-maximal effect
#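 Fluorescence read-out (Ex 386 nm, Em 447 nm) after stopping the reaction at pH 10. Enzyme: ASM from human placenta; substrate HMU-PC0, 9 uM final; 60 min, 37 °C. Compound preincubation 10 min, ambient temperature.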
# Chronic BCR inh: inhibitors of chronic active B-cell receptor signaling. ABC-DLBCL IkBa-CBG/CBR reporter, luminescence ratio, 4 h. Potency, µM (highest dose often 46.1 µM), inactives show top-dose ratio change, negative = lower green/red ratio, actives largely listed as inhibitors. actives 0.05% (n = 340,000); active = well fitted inhibition curve with a large enough effect in the signal ratio, with a control signal flat, not every such curve was filed as active; inconclusive = small, poorly fitted or top-dose-only effect, or effect the other way, or a change in a side signal; the % refers to the signal ratio;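 also: potency is read from the fitted curve at half-maximal effect; plate controls were basal doxycycline-induced cells for no effect and cells given 10 µM MG132 for full effect; MG132 reads +100%, hits lower the ratio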
#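 Concentration-response series (up to 46 uM) were applied to TMD8 dual-reporter cells for 4 h at 37C with doxycycline. Green/red ratio, after filter-overlap correction, defined %Activity; red signal alone was normalised to basal cells and zero luminescence.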
# Menin-MLL TR inh: inhibitors of human menin-MLL interaction, mutant MLL peptide; O00255; Menin + Texas Red MLL mutant peptide, fluorescence polarization; Potency, µM (top dose mostly 61.6 µM), for inactives: at the top dose FP activity change, negative = inhibition, hits mostly inhibitors; actives 0.23% (n = 270,000); active = well fitted inhibition curve with a large enough effect in the polarisation, with a control signal flat, not every such curve was filed as active; inconclusive = small, poorly fitted or top-dose-only effect, or effect the other way, or a change in a side signal; inactive = no such curve, though single readings can be large or run the other way; the % refers to the polarisation; also: potency is read from the fitted curve at half-maximal effect; % of control where 0% means no effect; many of its hits are not listed in these tables
# Target sequence (O00255 whole entry, looked up): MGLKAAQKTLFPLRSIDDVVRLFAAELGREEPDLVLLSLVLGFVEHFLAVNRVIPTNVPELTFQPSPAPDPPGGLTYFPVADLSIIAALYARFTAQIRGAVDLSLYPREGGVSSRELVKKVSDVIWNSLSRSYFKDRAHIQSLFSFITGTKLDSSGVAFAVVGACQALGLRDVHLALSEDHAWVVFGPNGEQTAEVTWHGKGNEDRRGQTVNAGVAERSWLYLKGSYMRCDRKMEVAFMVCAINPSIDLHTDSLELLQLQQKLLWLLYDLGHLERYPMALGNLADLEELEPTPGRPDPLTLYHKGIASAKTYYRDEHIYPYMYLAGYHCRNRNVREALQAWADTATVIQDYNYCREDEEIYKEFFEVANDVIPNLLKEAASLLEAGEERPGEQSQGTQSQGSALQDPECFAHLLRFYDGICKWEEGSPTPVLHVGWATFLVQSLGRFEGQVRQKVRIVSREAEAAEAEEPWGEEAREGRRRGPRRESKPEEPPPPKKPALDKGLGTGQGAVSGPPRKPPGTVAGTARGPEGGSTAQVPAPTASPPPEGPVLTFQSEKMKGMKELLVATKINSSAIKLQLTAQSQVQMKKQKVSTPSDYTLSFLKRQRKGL
# B2AR arrestin: agonists driving beta-arrestin recruitment to human beta2-adrenergic receptor. P07550. Potency, µM (doses to about 46.1 µM), for the others: top-dose activation, most hits filed as activators. actives 0.02% (n = 330,000). AID 492947. beta-arrestin recruitment to beta2AR, cell-based reporter;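 also: potency is read from the fitted curve at half-maximal effect; 0% = DMSO controls and full agonism = EC100 isoproterenol or metaproterenol; nearly all actives have a fitted effect of over 65% in size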
# PKM2 act: activators of human pyruvate kinase M2; P14618; purified PKM2, Kinase-Glo ATP luminescence, activation; response scale: 0% is enzyme alone, no compound; Potency, µM (top dose mostly 57.5 µM), for inactives: top-dose activation, most hits filed as activators; actives 0.34% (n = 260,000); AID 1631; also: potency is read from the fitted curve at half-maximal effect; % is scaled to controls: 0 for no effect and ±100 for the full control effect; nearly all actives have a fitted effect of over 55% in size
#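 Kinase-Glo luminescence reports ATP generated from ADP (0.1 mM) and PEP (0.5 mM) by purified hPK-M2 after 1 h at room temperature, pH 7.2 imidazole buffer; intermediate enzyme activity allows detecting inhibitors and activators.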
# Giardia kill: Giardia lamblia killing; Giardia lamblia trophozoite viability; activity change, % at 7.66 µM, hits read low; actives 0.15% (n = 340,000); AID 540267; in the data active = activity change below about -80%; inconclusive = between about -30% and that limit;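 also: parasites exposed to compound for two days anaerobically before the ATP read; % is scaled to controls: 0 for no effect and ±100 for the full control effect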
#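 Compounds were tested on trophozoites seeded at 100 cells/well and held 48 hrs at 37 deg C anaerobically. An ATP-based luminescent kit measured the remaining live cells.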
# PTAP TSG101 blk: blocks PTAP/TSG101 interaction to inhibit HIV-1 budding. Fluorescence polarization, FITC-PTAP peptide / Tsg101 binding. Potency, µM (doses to about 115 µM), inactives show at the top dose activity change, negative = inhibition, actives largely listed as inhibitors. 340,000 tested, under 10 active. AID 493005; active = well fitted inhibition curve with a large enough effect in the main read-out, with a control signal flat, not every such curve was filed as active; inconclusive = small, poorly fitted or top-dose-only effect, or effect the other way, or a change in a side signal; inactive = no such curve, though single readings can be large or run the other way; also: potency is read from the fitted curve at half-maximal effect; % of control where 0% means no effect
#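 FP read-out: FITC-PTAP peptide, 50 nM final, binding Tsg101 binding domain, 10 uM final; 20 min, r.t.; 10 mM HEPES pH 7.5, 0.15 M NaCl, 0.01% Tween 20, 3 mM EDTA, 0.1 mM TCEP.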
# GALK inhibitor: inhibitors of human galactokinase. actives 0.007% (n = 270,000). Potency, µM (series often up to 57.5 µM), without a hit: top-dose activity change, negative = inhibition, hits mostly inhibitors. AID 1868. Purified GALK, Kinase-Glo residual ATP luminescence. P51570; also: potency is read from the fitted curve at half-maximal effect; % is scaled to controls: 0 for no effect and ±100 for the full control effect
# Target sequence (P51570 whole entry, looked up): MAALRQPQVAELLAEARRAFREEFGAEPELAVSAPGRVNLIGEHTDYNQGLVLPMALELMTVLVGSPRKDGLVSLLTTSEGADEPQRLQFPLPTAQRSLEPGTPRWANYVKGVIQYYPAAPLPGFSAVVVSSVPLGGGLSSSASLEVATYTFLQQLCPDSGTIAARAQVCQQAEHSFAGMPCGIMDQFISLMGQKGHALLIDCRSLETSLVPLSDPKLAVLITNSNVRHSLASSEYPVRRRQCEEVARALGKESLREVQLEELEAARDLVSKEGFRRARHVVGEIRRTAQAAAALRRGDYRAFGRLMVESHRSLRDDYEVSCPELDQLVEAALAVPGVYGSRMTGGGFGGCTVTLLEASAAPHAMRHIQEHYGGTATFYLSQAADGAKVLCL
#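 5 nM enzyme, 35 uM ATP, 100 uM galactose, 20 mM HEPES pH8.0, 5 mM MgCl2; 1 h RT; residual ATP by Kinase-Glo Plus luminescence, qHTS format.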
# Tb PFK inh: inhibitors of T. brucei phosphofructokinase | O15648 | T. brucei PFK, ADP-Glo luminescence | Potency, µM (titrated, usually from 57.5 µM), for the others: at the top dose activity, negative = inhibition, usual class: inhibitors | actives 0.17% (n = 330,000);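 also: potency is read from the fitted curve at half-maximal effect; 0% = uninhibited 1x PFK enzyme wells and -100% = no-enzyme wells; nearly all actives have a fitted effect of over 60% in size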
#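 Activity is normalized to no-enzyme wells (full inhibition) and 1.25 nM enzyme wells (no inhibition). Reaction: 0.5 mM F6P, 0.1 mM ATP, 45 min RT, ADP-Glo luminescence; concentration-response curves fitted and classed by quality.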
# Integrin act MD: activates integrin-mediated alleviation for muscular dystrophy. actives 0.064% (n = 350,000). Potency, µM (titrated, usually from 38.3 µM), for the others: at the top dose activation, usual class: activators. AID 624291. alpha7betagal myoblasts, beta-gal FDG fluorescence, 48 h;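 also: potency is read from the fitted curve at half-maximal effect; 100% = response of the positive control SU9516; nearly all actives have a fitted effect of over 60% in size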
#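 Alpha7betagal+/- myoblasts (passage 13) were plated 16-24 hr, then exposed to compounds (1:260 dilution of DMSO stock) for 48 hours at 37C. After MPER lysis, β-galactosidase reporter activity was read as FDG fluorescence (ex 480/em 540) after 30 minutes.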
# FBPA coupling cs: counter-screen for Giardia aldolase inhibitors: coupling enzyme system. coupling enzyme system counterscreen, AmpLite Red fluorescence. activity change, negative = inhibition, % at 58.2 µM, hits read low. actives 0.67% (n = 290,000); in the data active = activity change below about -30%; also: % is scaled to controls: 0 for no effect and ±100 for the full control effect
#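 Counterscreen of the coupled detection system alone, without aldolase: glyceraldehyde-3-phosphate coupling enzymes plus AmpLite Red readout. Compounds at 57.5 uM final, 10 min RT preincubation, 20 min RT reaction, fluorescence 525/598 nm.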
# * hit, by the source's call; u = inconclusive; x = no result given; [ ] = dose if it differs, or a comment. Unless noted, calls follow the shape of the dose curve; as a rule, active = well fitted curve in the direction sought with a large enough effect; inconclusive = small, poorly fitted or top-dose-only effect, or another doubt; inactive = no such curve, though single readings can be large; an effect the other way counts as inactive or inconclusive.
SMILES,S-ASM inh,Chronic BCR inh,Menin-MLL TR inh,B2AR arrestin,PKM2 act,Giardia kill,PTAP TSG101 blk,GALK inhibitor,Tb PFK inh,Integrin act MD,FBPA coupling cs
COc1ccc(CN(CCN2CCOCC2)C(=O)c2c(F)cccc2F)cc1OC,3.2%,-2.3%,1.3%,0.3%,-0.5%,-15.9,x,3.2%,-4.8%,1.0%,0.6
c1ccc(OCCN2CCOCC2)cc1,0.7%,-1.7%,-8.0%,0.6%,-0.3%,4.0,-3.6%,-4.4%,0.2%,21.9%,0.8
O=C(NC(=S)Nc1ccccc1Cl)c1cncc(C#Cc2ccccc2)c1,-9.0%,u,x,0.0%,0.0%,7.3,0.9%,-1.4%,0.6%,-0.8%,0.6
COc1ccc(C)cc1NC(=O)C1C2C=CC(C2)C1C(=O)O (stereo not drawn),-1.3%,-0.4%,0.1%,-0.5%,2.7%,12.9,-2.4%,3.4%,-2.7%,6.3%,2.2
CCC(C(=O)N1CCOCC1)n1nc(C)c2sc3ccccc3c2c1=O (stereo not drawn),2.2%,-1.8%,11.8%,-1.0%,x,-16.6,-3.6%,1.0%,3.2%,39.8%,2.1
COc1ccc(C(=O)O)cc1S(=O)(=O)N1CCN(Cc2ccc3c(c2)OCO3)CC1,0.7%,9.3%,x,0.2%,x,-20.2,-0.4%,x,-0.2%,14.5%,x
O=C(c1ccccc1)N1CCCCC(S(=O)(=O)c2ccc3ccccc3c2)C1=O (stereo not drawn),-1.7%,-1.5%,11.1%,-0.7%,1.7%,5.4,-3.3%,1.6%,-3.8%,-14.7%,-0.6
CCN1CCN(C(=O)c2ccc3c(c2)N(Cc2ccc(F)cc2)C(=O)c2ccccc2S3=O)CC1 (stereo not drawn),1.9%,-0.7%,4.5%,-3.0%,3.3%,20.0,-3.3%,-0.5%,-1.9%,4.9%,0.8
Cc1ccc(C(=O)CCNc2cccc(Br)c2)o1,-1.4%,-0.4%,3.6%,0.3%,21.1%,-8.7,-2.0%,-0.4%,-20.1%,-17.5%,-1.0
CN(N)C(=S)NCc1ccccc1,-2.0%,3.4%,4.3%,-0.1%,-0.6%,0.3,0.8%,-0.8%,-1.6%,13.8%,-2.3
N#C/C(=C/c1ccc(Oc2ccc([N+](=O)[O-])cn2)cc1)C(=O)N1CCOCC1,6.2%,-5.8%,-9.1%,-0.1%,-0.3%,-0.3,-4.3%,-3.4%,-2.7%,-24.2%,0.5
Oc1ccc(Br)cc1/C=N/n1c(C2CCCCC2)n[nH]c1=S,-3.3%,-1.0%,108.6%[activator],0.1%,x,-6.8,0.1%,-1.0%,2.2%,u,-3.2
CC1CCN(Cc2nnnn2CCCC(=O)NCCc2cnn(C)c2)CC1,-2.8%,-1.1%,-6.9%,0.1%,x,6.5,-4.6%,-7.2%,-0.5%,-12.6%,0.5
O=C(CSc1ncnc2c1nnn2Cc1ccccc1)NC1CCCC1,6.1%,u,-8.6%,0.3%,10.3%,-16.0,3.0%,-2.2%,0.6%,-1.6%,0.2
O=c1cc(CSc2nnc(C3CC3)n2Cc2ccccc2)nc2sccn12,6.3%,12.0%,0.4%,0.2%,1.5%,5.4,-8.3%,6.9%,-0.8%,-14.9%,0.0
CCOC(=O)c1ccc(CNS(=O)(=O)c2c(C)ccc3nsnc23)o1,-0.2%,-1.0%,17.0%,-0.5%,-2.2%,-5.1,-5.6%,0.1%,-0.3%,-0.1%,0.1
CCCCOCCCNCc1cccn1CCN1CCOCC1,2.5%,-1.7%,-7.1%,0.6%,0.4%,18.0,-2.1%,-1.9%,1.2%,-5.8%,-2.7
COc1ccc(-c2[nH]ncc2CN2CCC(OCc3ccccn3)CC2)c(F)c1,6.2%,-4.6%,x,0.4%,-8.3%,-1.9,-0.6%,-0.5%,-1.0%,4.6%,-0.1
NS(=O)(=O)c1cccc(NC(=O)CN2CCN(S(=O)(=O)c3ccc4c(c3)OCCO4)CC2)c1,4.9%,0.0%,x,0.1%,x,-3.0,-1.5%,x,1.5%,2.3%,x
O=C1NC(=O)/C(=C/c2ccc(O)cc2)S1,-1.2%,u,-2.3%,-0.8%,-2.9%,4.4,-0.1%,5.6%,-3.2%,-6.5%,11.5
CCOc1ccccc1CN1CCN(Cc2nc3ccccc3s2)CC1CCO (stereo not drawn),-2.1%,-13.4%,-26.4%,0.0%,0.1%,25.0,-3.8%,10.9%,0.6%,-0.7%,2.4
CCCC1=C(C(=O)OCC)C(c2ccco2)n2ncnc2N1 (stereo not drawn),22.9%,u,x,-0.5%,-5.9%,0.4,0.1%,4.8%,-3.4%,6.1%,-11.6
CCN1CCN(CCCNC(=O)c2ccc(NC(=O)C3=C(C)OCCS3)cc2)CC1,0.2%,-0.7%,x,0.2%,x,-9.8,-3.4%,-2.5%,-0.1%,-7.4%,x
NC(=O)c1nsc(C(=O)N(c2cccc(F)c2)C(C(=O)NCc2ccccc2)c2ccc(O)cc2)c1N (stereo not drawn),407.6%[activator],u,64.5%[activator],-0.3%,-0.5%,27.3,-0.1%,5.2%,-1.2%,-4.2%,-1.2
Cc1cc(Cl)c(S(=O)(=O)Nc2ccc(S(=O)(=O)N3CCOCC3)cc2)cc1OCC(N)=O,3.0%,-1.7%,19.9%,-0.8%,7.5%,-7.5,-0.7%,1.9%,-1.7%,21.3%,1.6
# Next section.
SMILES,S-ASM inh,Chronic BCR inh,Menin-MLL TR inh,B2AR arrestin,PKM2 act,Giardia kill,PTAP TSG101 blk,GALK inhibitor,Tb PFK inh,Integrin act MD,FBPA coupling cs
COc1ccc(/C=C2\COc3ccccc3C2=O)c(OC)c1,-1.1%,u,-17.1%,-0.7%,x,13.6,-0.7%,3.0%,0.0%,-41.5%,-3.4
CN(CCc1ccccn1)C(=O)c1ccc(OC(F)(F)F)cc1,3.1%,-8.7%,15.8%,-0.2%,1.7%,16.5,0.1%,-2.1%,-0.5%,21.5%,-2.9
COc1ccccc1Nc1ncc(C(C)=O)c(C)n1,0.1%,0.6%,-9.5%,-0.4%,-1.0%,25.5,-6.7%,2.1%,2.7%,5.9%,0.3
Cc1ccc(CN2C(=O)CCC2C(=O)NCCN2CCN(c3cccc(Cl)c3)CC2)cc1 (stereo not drawn),4.8%,u,x,-0.7%,-0.4%,-7.2,-3.9%,-1.5%,12.1%,-4.6%,-0.7
CNC(=O)COC(=O)c1ccccc1Nc1ccccc1,2.7%,-3.1%,-13.4%,0.1%,-3.6%,12.1,3.9%,12.3%,0.5%,-5.5%,1.3
CN(CCO)c1ccc(C=NNc2ccc([N+](=O)[O-])cc2S(=O)(=O)Nc2ccccc2C(=O)O)cc1,u,0.7%,x,0.5%,x,6.2,4.6%,x,-5.3%,21.1%,x
COc1cccc(Cn2c(=O)sc3ccccc3c2=O)c1,-2.1%,u,10.6%,0.3%,16.3%,3.7,0.9%,0.3%,-0.3%,-17.0%,3.4
O=C(NCc1ccco1)C1Cc2cc(Cl)ccc2O1 (stereo not drawn),-0.2%,-16.8%,u,-0.2%,1.0%,-16.1,-0.1%,13.3%,u,1.8%,1.2
CCOC(=O)c1sc2nc[nH]c(=O)c2c1C,-2.1%,-20.5%,-0.2%,-0.4%,0.0%,4.6,-3.9%,3.9%,-0.7%,0.9%,1.9
Cc1cccc(N=C2C(=O)Nc3c(Cl)cccc32)c1,4.4%,u,-2.0%,0.3%,7.9%[11.5 µM],21.8,-3.3%,-2.7%,0.3%,0.0%,-9.6
O=C(Nc1cccnc1)C1=NN(C2CCS(=O)(=O)C2)C(=O)CC1 (stereo not drawn),5.5%,0.6%,0.9%,0.1%,-20.1%,9.4,-3.9%,2.8%,-2.5%,7.4%,7.6
CCOC(=O)C1CSC(CC(=O)Nc2ccc(OC(F)(F)F)cc2)C(=O)N1 (stereo not drawn),-1.7%,u,x,-0.5%,-35.2%,-15.3,0.0%,x,-4.4%,11.3%,2.8
Cc1noc(C)c1C(=O)Nc1nc(-c2cc(F)ccc2F)cs1,4.3%,9.0%,x,-0.3%,x,8.4,-10.4%,x,-1.5%,1.2%,x
COc1ccc(CN2C(=O)c3ccccc3C2=O)cc1C(=O)O,3.8%,1.5%,12.1%,0.1%,x,46.4[activator],-9.0%,2.0%,-2.1%,3.5%,5.6
CC(C)(Oc1ccc(Cl)cc1)C(=O)OCc1nc2ccsc2c(=O)[nH]1,-1.1%,-0.1%,x,-0.4%,x,0.3,0.4%,x,0.5%,27.2%,x

# Not all compounds are listed. The share of hits here may be higher or lower than overall.
